# Source: PubChem BioAssay
# USP1 inh: USP1/UAF1 (human) deubiquitinase inhibition | O94782 | recombinant USP1/UAF1, Ub-Rhodamine cleavage fluorescence | Potency, µM (titrated, usually from 57.1 µM), inactives show at the highest dose activity change, negative = inhibition, usual class: inhibitors | actives 0.23% (n = 390,000) | AID 743255; note: potency is the fitted concentration of half-maximal effect; % is set by controls: 0 for no effect and ±100 for the full control effect; nearly all actives have a fitted effect of over 60% in size; inactives centre near -12
# Target sequence (O94782 whole entry, looked up): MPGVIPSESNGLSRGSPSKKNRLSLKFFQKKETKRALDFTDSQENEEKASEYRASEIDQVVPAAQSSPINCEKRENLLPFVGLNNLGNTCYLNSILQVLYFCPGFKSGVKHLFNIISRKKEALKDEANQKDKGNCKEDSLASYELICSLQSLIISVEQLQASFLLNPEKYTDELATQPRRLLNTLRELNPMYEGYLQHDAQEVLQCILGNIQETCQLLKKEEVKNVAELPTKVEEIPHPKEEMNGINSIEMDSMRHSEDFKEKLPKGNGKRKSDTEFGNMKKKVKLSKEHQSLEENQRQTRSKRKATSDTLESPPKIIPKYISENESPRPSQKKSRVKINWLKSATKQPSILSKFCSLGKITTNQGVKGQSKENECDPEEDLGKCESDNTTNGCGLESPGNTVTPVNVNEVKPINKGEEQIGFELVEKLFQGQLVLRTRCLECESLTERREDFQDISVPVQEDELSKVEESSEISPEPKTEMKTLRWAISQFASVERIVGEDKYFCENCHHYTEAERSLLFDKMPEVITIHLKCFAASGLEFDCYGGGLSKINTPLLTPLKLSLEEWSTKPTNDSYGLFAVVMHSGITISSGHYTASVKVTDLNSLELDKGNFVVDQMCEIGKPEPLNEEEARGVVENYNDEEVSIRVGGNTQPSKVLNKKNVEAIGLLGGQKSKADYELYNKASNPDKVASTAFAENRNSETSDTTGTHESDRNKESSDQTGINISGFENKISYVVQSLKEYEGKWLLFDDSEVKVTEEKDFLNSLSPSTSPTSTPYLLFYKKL
#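 In this screen, compounds sit with the deubiquitinase complex (1nM) for 15 min at room temperature before Ub-Rho is added at 150nM final. Fluorescence rise is then followed for 6 reads every 60 seconds.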
# RGS4 inh: human RGS4 inhibition | P49798 | AID 504845 | Potency, µM (titrated, usually from 114 µM), without a hit: at the top dose activity change, negative = inhibition, most hits filed as inhibitors | actives 0.039% (n = 390,000) | Transcreener GDP fluorescence polarization, RGS4-accelerated GTP hydrolysis; note: potency is the fitted concentration of half-maximal effect; % is set by controls: 0 for no effect and ±100 for the full control effect; nearly all actives have a fitted effect of over 75% in size; some results filed as inactive show a strong effect at the top dose
# Target sequence (P49798 whole entry, looked up): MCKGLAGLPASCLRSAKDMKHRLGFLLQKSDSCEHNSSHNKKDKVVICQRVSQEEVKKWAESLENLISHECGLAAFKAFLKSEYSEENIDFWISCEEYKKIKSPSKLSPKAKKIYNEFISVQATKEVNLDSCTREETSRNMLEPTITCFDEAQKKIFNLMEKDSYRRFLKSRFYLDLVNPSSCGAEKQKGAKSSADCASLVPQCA
#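 MLSMR compounds (23 nl, pin-transferred) preincubated 10 min at room temperature with a 500nM (2x) first reagent, then RGS4 at 900nM (2x) plus Transcreener GDP mix added; fluorescence polarization (620/688 nm) read before and after 90 min at 30 °C.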
# LDHA inh: LDHA (human) enzyme inhibition; P00338; purified LDHA, NADH/diaphorase-resazurin fluorescence; active compounds read low; activity change, % (values are at about 110 or 230 µM); actives 0.15% (n = 480,000); AID 1347041; in the data active = activity change below about -30%; inconclusive = mostly about -25% to -30%;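 note: plate controls were DMSO wells for no effect and wells without enzyme for full effect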
#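 Resorufin fluorescence (ex540/em590), read at 0 and 20 min after diaphorase/resazurin addition, reports the NADH left after a 5 min room-temperature reaction of 2 nM human LDH5 with 0.06 mM NADH and 0.2 mM pyruvate.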
# TrxR1 substrate: rat thioredoxin reductase 1 substrate activity | O89049 | purified TrxR1 substrate turnover, NADPH consumption readout | Potency, µM (doses to about 114 µM), for the others: at the highest dose activity change, negative = substrate turnover | actives 0.01% (n = 390,000) | AID 588456; note: potency is the fitted concentration of half-maximal effect; % is set by controls: 0 for no effect and ±100 for the full control effect; nearly all actives have a fitted effect of over 50% in size
#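 Rat TrxR1, dispensed at 90 nM, was prereduced with 400 uM NADPH (final) for 5 min at ~22 deg C, then incubated with compound 15 min before 400 uM selenite. A first-read NADPH fluorescence drop versus no-compound background flagged substrates.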
# rTrxR1 inhibitor: blocks rat thioredoxin reductase 1; O89049; recombinant rTrxR1, NADPH fluorescence consumption, selenite substrate; Potency, µM (titrated, usually from 114 µM), inactives show top-dose activity change, negative = inhibition, actives largely listed as inhibitors; actives 1% (n = 390,000); AID 588453; note: potency is the fitted concentration of half-maximal effect; % is set by controls: 0 for no effect and ±100 for the full control effect; nearly all actives have a fitted effect of over 65% in size
#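 Rat TrxR1 (90 nM in the dispensed reagent) was pre-reduced with 400 uM NADPH for 5 min at room temperature, then incubated with compound for 15 min. After 400 uM selenite was added, NADPH fluorescence (Ex 340/Em 450 nm) was followed for 8 min.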
# Vif-A3F inh: inhibitors of Vif-A3F interaction. HeLa A3F-eYFP + Vif (tagged APOBEC3F with the HIV-1 protein that degrades it), YFP fluorescence increase. Potency, µM (titrated, usually from 46.1 µM), inactives show at the top dose activity, negative = active. actives 0.2% (n = 390,000); note: potency is the fitted concentration of half-maximal effect; % of control where 0% means no effect; nearly all actives have a fitted effect of over 65% in size
#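 HeLa cells stably expressing Vif plus C-terminally eYFP-tagged A3F were seeded, incubated overnight at 37 deg C, dosed with compound, incubated overnight again at 37 deg C. Yellow fluorescence (Ex 488/Em 500-530) reported blocked Vif-mediated A3F-eYFP degradation.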
# GRP78 ERSR act: ER stress response induction in glioma; Potency, µM, for the others: top-dose activation, usual class: activators; U87-MG GRP78 promoter luciferase reporter, 16 h; actives 0.02% (n = 420,000); note: potency is the fitted concentration of half-maximal effect; series mostly up to about 76 µM; % of control where 0% means no effect; nearly all actives have a fitted effect of over 35% in size
#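 Stably transfected U87-MG human glioma cells carrying a GRP78-based luminescent sensor were seeded at 1000 cells/well, pin-dosed with compounds and incubated 16 h. Luciferase reagent was then added, and end-point luminescence was read after 10 min at room temperature.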
# IDH1 R132H inh: human IDH1 R132H inhibition; actives 0.093% (n = 390,000); O75874; IDH1-R132H enzyme, NADPH consumption, diaphorase/resazurin fluorescence; Potency, µM (doses to about 76.6 µM), for the others: at the top dose activity change, negative = inhibition, hits mostly inhibitors; note: potency is the fitted concentration of half-maximal effect; % is set by controls: 0 for no effect and ±100 for the full control effect; nearly all actives have a fitted effect of over 65% in size
#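 IDH1-R132H (0.5 ug/mL dispensed) in pH 7.5 Tris buffer was preincubated 30 min with compound, then given a substrate mix of 0.016 mM NADPH and 2 mM alpha-KG for 80 min at room temperature; remaining NADPH was read by diaphorase/resazurin fluorescence.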
# Vif-APOBEC3G blk: blocks the Vif interaction with human APOBEC3G. Potency, µM (series often up to 46.1 µM), for inactives: at the top dose activity, negative = active, most hits filed as inhibitors. Q9HC16. actives 0.076% (n = 410,000). HeLa A3G-eYFP + Vif (tagged APOBEC3G with the HIV-1 protein that degrades it), YFP fluorescence, overnight;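 note: potency is the fitted concentration of half-maximal effect; % is set by controls: 0 for no effect and ±100 for the full control effect; nearly all actives have a fitted effect of over 60% in size; hits raise eYFP signal because A3G escapes Vif-driven loss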
#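 HeLa cells stably expressing Vif and C-terminally eYFP-tagged A3G, seeded overnight at 37 deg C, then exposed to compound by pintool overnight at 37 deg C. Rise in yellow fluorescence (Ex 488/Em 500-530, Acumen) marks blocked Vif-driven A3G degradation.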
# An asterisk follows results filed as active; i = inactive; ? = inconclusive; . = no result given; [ ] = another dose, or the depositor's remark. Unless noted, calls come from the whole dose curve; as a rule, active = well fitted curve in the direction sought with a large enough effect; inconclusive = small, poorly fitted or top-dose-only effect, or another doubt; inactive = no such curve, though single readings can be large; an effect the other way counts as inactive or inconclusive.
molecule | USP1 inh | RGS4 inh | LDHA inh | TrxR1 substrate | rTrxR1 inhibitor | Vif-A3F inh | GRP78 ERSR act | IDH1 R132H inh | Vif-APOBEC3G blk
O=C(CCC(=O)c1cccs1)NCC(=O)Nc1ccc(F)c(F)c1F | -4% | -19% | -8 | 0% | 11% | 2% | -8% | 4% | -5%
O=C(OCC(=O)N1CCCCC1)c1ccccc1SCC(=O)N1CCCCC1 | -6% | -26% | -1 | -2% | 18% | -8% | 0% | 2% | -2%
Cc1ccsc1C1C(C#N)=C(N)N(N(C)C)C2=C1C(=O)CC(C)(C)C2 (stereo not given) | -12% | 10% | -3 | -1% | -6% | 26% | -1% | 0% | -1%
O=C(Nc1ccc(C(=O)Nc2ccccc2Cl)cc1)c1cccnc1 | -20% | 7% | -2 | -1% | 17% | -5% | -5% | -15% | 0%
CCN1C[C@@H]2[C@@H]3C(=O)N(Cc4ccccc4)C(=O)[C@@H]3[C@](C)(C1=O)N2C(=O)c1ccc(Cl)c(Cl)c1 | -17% | 6% | 0 | 9%[57.1 µM] | -17% | -1% | -2% | 1% | -6%
COCCn1c(C)cc(O)c(C(c2ccc(OC)cc2)N2CCCCC2)c1=O (stereo not given) | ? | 6% | 1 | -2%[57.1 µM] | -30%[57.1 µM] | 1% | -3% | -22% | -1%
CC(=O)Nc1c(NC(C)C)c2ccccc2oc1=O | -1% | 21% | -6 | -7%[57.1 µM] | -8%[57.1 µM] | -9% | -2% | -8% | -2%
CCCCNC(=O)c1cccc(-n2cnc3cccnc32)c1C | -26% | 13% | -1 | 4% | 13% | 1% | 0% | 3% | 0%
COc1ccc(OCC(=O)Nc2ccccc2OC)cc1 | -5% | -12% | -2 | 1% | 11% | -2% | 1% | -5% | -11%
COc1ccc(C(=O)Nc2ccc(-c3ccc(C)o3)cc2)cc1S(=O)(=O)N1CCOCC1 | -8% | ? | -1 | 13% | ? | -15% | 2% | 7% | 0%
C=CCN(C(=O)Cn1ncc2c1-c1cc(C)ccc1OC2)c1ccccc1 | -21% | 6% | 1 | 5%[57.1 µM] | 7%[57.1 µM] | 1% | -3% | -6% | -3%
CC1CCN(C(=O)COC(=O)c2ccc(Br)o2)CC1 | -16% | 12% | -1 | 6%[57.1 µM] | -4%[57.1 µM] | -12% | -1% | 14% | 2%
O=C(NC1CCCC1)C(c1ccncc1)N(C(=O)c1ccco1)c1ccc(F)c(Cl)c1 (stereo not given) | -15% | -3% | -10 | 7%[0.0914 µM] | 7%[57.1 µM] | -2% | -1% | ? | 0%
COc1cccc(NC(=S)N(C)C2CCN(C)CC2)c1 | -15% | -27% | -6 | 6% | 8% | 2% | 3% | 3% | 0%
CCCc1ccc2oc(C(=O)NCCCN3CCOCC3)c(C)c2c1 | -13% | -16% | 0 | 10% | 8% | 0% | -4% | 8% | -10%

# 3 entries drawn at random from those above:
molecule | USP1 inh | RGS4 inh | LDHA inh | TrxR1 substrate | rTrxR1 inhibitor | Vif-A3F inh | GRP78 ERSR act | IDH1 R132H inh | Vif-APOBEC3G blk
C=CCN(C(=O)Cn1ncc2c1-c1cc(C)ccc1OC2)c1ccccc1 | -21% | 6% | 1 | 5%[57.1 µM] | 7%[57.1 µM] | 1% | -3% | -6% | -3%
CCCc1ccc2oc(C(=O)NCCCN3CCOCC3)c(C)c2c1 | -13% | -16% | 0 | 10% | 8% | 0% | -4% | 8% | -10%
CCN1C[C@@H]2[C@@H]3C(=O)N(Cc4ccccc4)C(=O)[C@@H]3[C@](C)(C1=O)N2C(=O)c1ccc(Cl)c(Cl)c1 | -17% | 6% | 0 | 9%[57.1 µM] | -17% | -1% | -2% | 1% | -6%

# The listing continues.
molecule | USP1 inh | RGS4 inh | LDHA inh | TrxR1 substrate | rTrxR1 inhibitor | Vif-A3F inh | GRP78 ERSR act | IDH1 R132H inh | Vif-APOBEC3G blk
CC(C)(C)OC(=O)NC(CCCCNC=O)C(=O)O (stereo not given) | -11% | -21% | -4 | 3% | 20% | -9% | -3% | 4% | -1%
COc1ccc(-c2nc(CNS(=O)(=O)c3ccc(Br)cc3)cs2)cc1 | -21% | -20% | -3 | -5% | 2% | . | . | . | .
Cc1cc(C)cc(N(C(=O)c2csnn2)C(C(=O)NC2CCCCC2)c2ccccn2)c1 (stereo not given) | -19% | -22% | 1 | 5%[57.1 µM] | 1%[57.1 µM] | -1% | -5% | 2% | -10%
O=C1c2cccc([N+](=O)[O-])c2C(=O)N1c1cccnc1 | -22% | 9% | -3 | 8%[57.1 µM] | 7%[11.4 µM] | 1% | 7% | -4% | -3%
O=C(CCCCCNc1nc(=S)[nH]c2ccccc12)NCCC1=CCCCC1 | -20% | -10% | -3 | 7%[57.1 µM] | 19%[57.1 µM] | ? | -4% | 7% | 0%
C=CCOC(=O)C1=C[C@@H](c2cn(C(C)=O)c3ccccc23)C[C@@H](OCc2ccc(CO)cc2)O1 | -18% | -11% | -4 | 1% | -1% | -5% | 0% | 14% | -1%
COc1ccc(CNC(=O)CN(C(=O)c2snc(C(N)=O)c2N)c2ccc(F)cc2)cc1 | -25% | -1% | -3 | 15%[57.1 µM] | 1% | -1% | -7% | 0% | -1%
COC(=O)c1c(-c2cccs2)csc1NC(=O)c1ccc(Cl)cc1 | -18% | ? | 3 | 19% | -8% | 0% | 0% | 8% | 0%
Cc1cccc(CNC(=O)C(C)n2nc(C)c3c(C)n(-c4ccccc4)nc3c2=O)c1 (stereo not given) | -13% | -1%[11.4 µM] | -20 | -5% | -4% | 2% | -1% | 0% | 0%
CC(=O)c1c(C)[nH]c(C(=O)Nc2ccc(Cl)cc2F)c1C | -23% | 11% | -2 | 13% | 34%[activator] | ? | 5% | 3% | -3%
Cc1ccsc1C(=O)Nc1cccc(-n2cnnn2)c1 | -11% | 20% | -9 | 2% | 24% | 5% | -1% | 3% | 0%
CC(Oc1cc2oc(=O)c3c(c2cc1Cl)CCC3)C(=O)NCc1ccccn1 (stereo not given) | -18% | -16%[56.9 µM] | -1 | 6%[57.1 µM] | 21%[57.1 µM] | 2% | -7% | -7% | 1%
COc1cccc(/C=N/NC(=O)CNC(=O)COc2cccc(C)c2)c1O | -23% | -3% | 6 | 3% | 21% | -9% | -4% | -4% | -10%
Cc1ccc(-n2nc(C)c3c(-c4cccs4)c(C#N)c(N)nc32)cc1 | -21% | 16% | -6 | 17% | 0% | ? | -2% | 3% | ?
CCc1ccc(OC(=O)c2sc3ncn(Cc4cccc(F)c4)c(=O)c3c2C)cc1 | ? | 6% | -6 | -12%[57.1 µM] | 7%[57.1 µM] | 2% | -5% | 17% | 3%

# Carrying on:
Compound,USP1 inh,RGS4 inh,LDHA inh,TrxR1 substrate,rTrxR1 inhibitor,Vif-A3F inh,GRP78 ERSR act,IDH1 R132H inh,Vif-APOBEC3G blk
COc1ccc(C2CC(=O)C(C=NCCN3CCN(C(C)=O)CC3)=C(O)C2)cc1 (stereo not given),-6%,24%,-3,4%,-12%,-2%,0%,-2%,-1%
CN(CC(=O)Nc1ccccc1Cl)CC(=O)Nc1sc2c(c1C(N)=O)CCC2,-10%,-14%,-17,-5%,-29%,-13%,-6%,0%,-5%
CC(C)(C)c1ccc(C(=O)NCC(c2ccc(Cl)cc2)N2CCOCC2)cc1 (stereo not given),-26%,10%,1,-20%,-13%,2%,-5%,2%,2%
C=CCNC(=O)c1cc2c(=O)c3ccccc3oc2nc1C,-13%,10%,-16,7%,10%,0%,-4%,-15%,12%
CCc1c(C)[nH]c2nc3ccccc3n2c1=O,-12%,-14%,-4,28%,1%,1%,0%,1%,-13%
CC1(C)CC(=O)C2=C(C1)N(c1cccc(Cl)c1)C(=O)NC2(C(F)(F)F)C(F)(F)F,5%,36%,-2,-12%,-2%,4%,-1%,8%,1%
Cc1cc(C(=O)CN2C(=O)NC(C)(c3ccc(F)c(F)c3)C2=O)c(C)n1C1CC1 (stereo not given),-26%,.,3,.,.,0%,1%,-2%,-2%
Cc1cc(NC(=O)CSCC(=O)OCc2nnc(-c3ccc(F)cc3)o2)no1,-10%,-13%,-2,1%,-34%,4%,5%,3%,0%
Cc1cccc(NC(=S)NC(=O)CC2CC(C)(C)OC2=O)c1 (stereo not given),-20%,4%,0,3%,9%,-3%,-2%,-1%,-2%
Cc1c(C(=O)Nc2cccc([N+](=O)[O-])c2)cnn1-c1ccccc1,-2%,27%,-4,-8%,18%,-5%,-1%,23%,2%
Nc1cc(Cl)c(N)cc1Cl,2%,19%,3,3%[57.1 µM],2%[57.1 µM],-24%,-1%,3%,-1%
CC(=O)Oc1cc2oc(=O)cc(C)c2cc1OC(C)=O,-6%,-16%,44,.,.,-15%,-5%,3%,2%
CC(=O)Nc1sc(NC(=O)c2ccco2)nc1-c1cccs1,?,-27%,-6,2%,7%,i,-2%,-3%,-6%

# These rows are one share of the data, so the mix of outcomes need not match the whole.
